# Compound activity (PubChem)
# PAD4 FP inh: human PAD4 inhibitors, primary screen, biochemical, fluorescence polarization, 1536-well format; Protein-arginine deiminase type-4 (Homo sapiens), Q9UM07; recombinant PAD4, RCA probe fluorescence polarization; inhibition, % at 6.36 µM; actives 0.41% (n = 330,000);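 active = percent inhibition above a cutoff equal to the mean of all tested compounds plus 3 SD, cut at about 15% in these data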;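 note: 0% = PAD4 with RCA probe and DMSO and 100% = probe without PAD4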
# PAFAH1B3 inh: PAFAH1B3 enzyme inhibitors, primary screen, biochemical, fluorescence polarization, human; Platelet-activating factor acetylhydrolase IB subunit alpha1 (Homo sapiens), Q15102; recombinant PAFAH1B3, FP-rhodamine probe; inhibition, % at 3.39 µM; actives 0.28% (n = 340,000); AID 492972, 2010;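 active = inhibition above the screen-wide average of all tested compounds plus 3 SD, cut at about 25% in these data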;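 note: 0% = enzyme with DMSO only and 100% = wells lacking PAFAH1B3 protein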
# Target sequence (Q15102 whole entry, looked up): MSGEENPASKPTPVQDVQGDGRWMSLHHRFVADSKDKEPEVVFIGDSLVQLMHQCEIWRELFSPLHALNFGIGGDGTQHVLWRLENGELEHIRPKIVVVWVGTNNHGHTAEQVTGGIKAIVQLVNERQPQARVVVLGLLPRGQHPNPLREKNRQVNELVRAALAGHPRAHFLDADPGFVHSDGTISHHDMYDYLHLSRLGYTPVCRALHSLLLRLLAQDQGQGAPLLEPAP
# LYPLA2 inh: LYPLA2 inhibitors, primary screen, counter-screen for PME1 inhibitor project, biochemical, fluorescence polarization, FP-Rh probe ABPP; recombinant LYPLA2; inhibition, % at 5.9 µM; actives 0.38% (n = 320,000);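 active = inhibition above the screen-wide mean plus 3 SD, limit set per campaign, cut at about 26% in these data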;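 note: 0% = LYPLA2 with DMSO and 100% = wells lacking LYPLA2 enzyme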
# GSTO1 inh: inhibitors of recombinant GSTO1, primary screen, counter-screen for RBBP9 inhibitor project, biochemical, fluorescence polarization. actives 1.1% (n = 300,000). AID 1974, 2009. inhibition, % at 5.96 µM. Glutathione S-transferase omega-1 (Homo sapiens), P78417. activity-based probe fluorescence polarization;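 active = inhibition above the campaign mean inhibition plus 3 SD, cut at about 35% in these data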;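 note: 0% = GSTO1-1 with DMSO and 100% = wells lacking GSTO1-1 enzyme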
# PAFAH1B2 inh: PAFAH1B2 enzyme inhibitors, primary screen, biochemical, fluorescence polarization, human | Platelet-activating factor acetylhydrolase IB subunit alpha2 (Homo sapiens), P68402 | recombinant PAFAH1B2, FP-rhodamine activity probe | inhibition, % at 3.39 µM | actives 1.2% (n = 340,000);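 active = inhibition above the mean of all tested compounds plus 3 SD, cut at about 24% in these data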;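 note: 0% = enzyme with DMSO and 100% = wells lacking PAFAH1B2; many of its hits are not listed in these tables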
# Target sequence (P68402 whole entry, looked up): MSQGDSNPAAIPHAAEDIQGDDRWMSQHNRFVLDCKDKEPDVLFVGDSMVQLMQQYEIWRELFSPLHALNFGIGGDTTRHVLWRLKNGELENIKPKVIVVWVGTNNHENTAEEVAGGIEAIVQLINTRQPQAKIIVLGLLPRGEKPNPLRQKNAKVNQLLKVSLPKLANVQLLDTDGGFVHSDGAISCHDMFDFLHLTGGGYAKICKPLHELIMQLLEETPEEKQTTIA
# pPAFAH inh: pPAFAH enzyme inhibitors, primary screen, biochemical, fluorescence polarization, human | Platelet-activating factor acetylhydrolase (Homo sapiens), Q13093 | recombinant pPAFAH, FP-rhodamine probe fluorescence polarization | inhibition, % at 3.39 µM | actives 1.5% (n = 330,000) | AID 463082, 2010;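 active = inhibition above the mean inhibition across the screen plus 3 SD, cut at about 25% in these data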;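 note: inhibitors block binding of the rhodamine activity-based probe so polarization drops; 0% = enzyme with DMSO and 100% = wells lacking pPAFAH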
# PME-1 primary: PME-1 inhibitors via competitive probe labeling, primary screen, biochemical, fluorescence polarization, FP-Rh probe, HTS; recombinant PME-1; actives 0.53% (n = 320,000); inhibition, % at 5.9 µM; Protein phosphatase methylesterase 1 (Homo sapiens), Q9Y570; AID 2130, 2009;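 active = inhibition above the campaign mean of all compounds plus 3 SD, cut at about 26% in these data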;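 note: competitive labeling of PME-1 active site by serine hydrolase directed probe; 0% = PME-1 with DMSO and 100% = wells lacking PME-1 enzyme; inhibitors block probe labeling so polarization falls and inhibition rises; many of its hits are not listed in these tables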
# Target sequence (Q9Y570 whole entry, looked up): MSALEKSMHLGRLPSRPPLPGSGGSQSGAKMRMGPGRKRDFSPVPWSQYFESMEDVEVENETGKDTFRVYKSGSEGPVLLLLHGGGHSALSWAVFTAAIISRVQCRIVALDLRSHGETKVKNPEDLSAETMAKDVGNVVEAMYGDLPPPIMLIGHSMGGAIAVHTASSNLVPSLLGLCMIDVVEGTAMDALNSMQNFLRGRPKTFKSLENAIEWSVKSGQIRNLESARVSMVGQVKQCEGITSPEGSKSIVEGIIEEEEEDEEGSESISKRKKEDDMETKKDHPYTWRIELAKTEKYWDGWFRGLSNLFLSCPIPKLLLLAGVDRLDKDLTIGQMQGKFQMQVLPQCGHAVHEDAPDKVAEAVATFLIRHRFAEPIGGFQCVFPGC
# LYPLA1 counter: LYPLA1 inhibitors, primary screen, counter-screen for PME1 inhibitor project, biochemical, fluorescence polarization, FP-Rh probe ABPP; recombinant LYPLA1; inhibition, % at 5.9 µM; actives 0.16% (n = 320,000); AID 2174, 2009;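 active = inhibition above the mean of all tested compounds plus 3 SD, set per campaign, cut at about 14% in these data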;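 note: inhibitors block serine hydrolase probe labeling of LYPLA1 so polarization falls; 0% = enzyme with DMSO and 100% = wells lacking LYPLA1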
# Target sequence (O75608 whole entry, looked up): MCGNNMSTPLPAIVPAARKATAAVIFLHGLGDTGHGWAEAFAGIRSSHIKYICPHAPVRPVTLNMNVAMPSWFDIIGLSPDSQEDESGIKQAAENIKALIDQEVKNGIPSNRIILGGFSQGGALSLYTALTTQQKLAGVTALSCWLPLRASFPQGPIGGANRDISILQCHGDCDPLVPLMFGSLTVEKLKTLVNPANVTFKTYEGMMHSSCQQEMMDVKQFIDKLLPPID
# PREPL inh: PREPL enzyme inhibitors, primary screen, biochemical, fluorescence polarization. recombinant PREPL, fluorescence polarization activity-based probe. inhibition, % at 5.96 µM. actives 0.68% (n = 320,000); in the data active = inhibition above about 43%;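 note: 0% = enzyme with DMSO and 100% = wells lacking enzyme; many of its hits are not listed in these tables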
# An asterisk follows results filed as active; . = not tested or not shown. These rows are one share of the data, so the mix of outcomes need not match the whole.
SMILES,PAD4 FP inh,PAFAH1B3 inh,LYPLA2 inh,GSTO1 inh,PAFAH1B2 inh,pPAFAH inh,PME-1 primary,LYPLA1 counter,PREPL inh
O=C1CC(/C=C/c2ccco2)=Nc2ccccc2N1,-4,10,-3,9,6,26*,1,-8,9
COc1c(C)cc(Br)cc1C(=O)Nc1ccc(Cc2ccncc2)cc1,2,7,-13,5,0,-1,3,-8,7
CC(C)n1c(Nc2ccccc2)nc2ccccc21,3,-6,3,5,3,4,3,3,4
C[C@@H](C(=O)CC(=O)OC(C)(C)C)[C@@H](O)c1ccccc1,1,5,-5,2,6,0,5,0,-4
O=C(O)CNS(=O)(=O)/C=C/c1ccccc1,-1,-1,4,-13,2,0,2,3,0
CCCCCCCCCCCCCCCC(=O)OC(CC(=O)O)C[N+](C)(C)C (configuration not stated),0,-1,8,14,1,17,-1,2,-2
Cc1ccc(S(=O)(=O)N2CCOCC2)cc1NC(=O)CSc1nccn1C,-2,11,-10,2,2,2,0,-4,3
CS(=O)(=O)N(CC(=O)NCC1CCCO1)c1ccc(Cl)c(Cl)c1 (configuration not stated),-3,9,0,0,5,2,1,-7,5
NC(=O)CC(NC(=O)Cc1ccc(Br)cc1)c1ccc(NCCc2cccc(F)c2)c([N+](=O)[O-])c1 (configuration not stated),-3,-4,-18,2,7,0,-3,-9,-113
Cc1cc(Cl)ccc1OCC(=O)NCCCN1CCOCC1,0,2,0,-2,-2,3,-5,0,32
CCN(CC)S(=O)(=O)c1ccc2c(c1)N(CC(=O)NCc1ccccn1)C(=O)CO2,1,3,5,4,7,6,-6,-2,-4
Cc1oc2ccc(OCc3ccc(F)cc3)cc2c1C(=O)O,0,-4,-2,4,25*,-2,-6,-3,-6
O=C(CN1C(=O)NC2(CCCC2)C1=O)Nc1cc(Cl)ccc1N1CCCCC1,0,-3,6,-2,-2,-1,3,1,-5
COc1ccc(C(c2nnnn2C(C)(C)C)N2CCN(C)CC2)cc1OC (configuration not stated),-5,4,-6,-13,-1,4,-6,0,-8
Cc1ccc2c(CSc3nc4ccccc4c(=O)n3CCCO)cc(=O)oc2c1C,5,-4,-15,-13,-1,-1,-8,-9,21
CCCCNC(=O)C(C#N)c1nc2ccccc2nc1N1CCN(c2ccccc2F)CC1 (configuration not stated),4,4,-4,-4,4,2,-1,-1,2
Cc1nnc(NC(=O)c2oc3ccccc3c2C)s1,-2,1,0,-11,1,2,-2,-1,0
CC(=O)c1cccc(N(C(=O)c2ccco2)C(C(=O)NC2CCCC2)c2ccncc2)c1 (configuration not stated),3,3,-2,-3,1,-1,6,-2,6
CSc1ccccc1NC(=O)Nc1ccccc1,-3,2,5,-6,-4,8,1,-2,8
CCN1CNC(=S)N(CCc2ccccc2)C1,2,8,4,-4,1,-4,6,2,7
CCN(C(=O)COC(=O)C1CC1)c1c(N)n(Cc2ccccc2)c(=O)[nH]c1=O,2,2,-9,.,10,-3,2,-2,7
CC(=O)c1ccc(-c2ccc(C(=O)NC3CC(C)(C)NC(C)(C)C3)o2)cc1,-2,4,3,2,1,2,2,-2,-40
COc1cc(NC(=O)COC(=O)c2cnc(C)cn2)c(C)cc1[N+](=O)[O-],2,-2,-4,1,1,-4,2,-2,3
COc1ccc(-c2nc(C)ncc2N=Nc2ccccc2)cc1,0,1,-5,8,-2,6,7,-1,20

# 3 compounds out of the list above, ordered by the value under PAFAH1B2 inh, low to high:
molecule	PAFAH1B2 inh
COc1ccc(-c2nc(C)ncc2N=Nc2ccccc2)cc1	-2
Cc1ccc2c(CSc3nc4ccccc4c(=O)n3CCCO)cc(=O)oc2c1C	-1
CC(=O)c1cccc(N(C(=O)c2ccco2)C(C(=O)NC2CCCC2)c2ccncc2)c1 (configuration not stated)	1

# Continuation.
SMILES,PAD4 FP inh,PAFAH1B3 inh,LYPLA2 inh,GSTO1 inh,PAFAH1B2 inh,pPAFAH inh,PME-1 primary,LYPLA1 counter,PREPL inh
COCCN(C(=S)Nc1ccc(C(C)C)cc1)C(C)c1cccs1 (configuration not stated),-4,7,-4,-2,3,2,-4,-4,-1
CCOC(=O)Cc1csc(NS(=O)(=O)Cc2ccccc2)n1,-4,8,4,-2,5,5,-1,-2,3
COc1ccc(NC(=O)C2CCCN2S(=O)(=O)c2cccs2)c([N+](=O)[O-])c1 (configuration not stated),-2,2,-6,4,1,4,5,-2,7
CCCS(=O)(=O)N1CCCC(C(=O)c2ccccc2OC)C1 (configuration not stated),-4,4,2,7,-2,-1,-1,3,21
CC(C)(C)c1ccc(OCCC(=O)Nc2cccc(S(=O)(=O)N3CCCCC3)c2)cc1,-5,-32,-51,-7,-22,0,-28,-16,0
CC(C)(C)NC(=O)NC(=O)C[n+]1ccc(Cc2ccc([N+](=O)[O-])cc2)cc1,-2,1,3,19,-1,4,2,-1,12
Cc1cc2nnc(SCC(=O)OC(C)C)n2c2ccccc12,-4,8,6,2,0,1,-1,0,2
CC(C)Cn1c(O)c(/C=C2\C=NN=C2c2ccccc2)sc1=S,0,-1,-16,-12,-6,8,-10,-12,-12
COc1ccc(CN(C(=O)c2ccco2)C2CC(C)N(C)CC2C)cc1 (configuration not stated),2,4,-3,0,6,0,0,1,8
Nc1nc(SC2c3cccc4cccc(c34)C2NS(=O)(=O)c2ccccc2)n[nH]1 (configuration not stated),-3,2,-3,3,4,10,4,-6,-8
CCCCN(CC)CCNC(=O)C1c2cc(OC)c(OC)cc2C(=O)N2CCc3ccccc3C12 (configuration not stated),-5,-5,-7,-1,2,-4,-2,-5,-10
Cc1ccc(C(=O)Oc2ccc(/C=N/NC(N)=O)cc2)cc1,-4,-1,-3,10,1,4,-2,-3,8
CCc1cccc(OCCCCNCCO)c1,-1,7,-4,-2,4,1,-2,-1,-12
Cc1ccc(-c2nc3ccccc3s2)cc1NC(=S)NC(=O)c1ccccc1,-5,3,1,-3,0,-2,-2,-3,-1
O=C(NCCN1CCOCC1)c1ccc(CS(=O)(=O)c2ccc(Cl)cc2)o1,-5,3,3,4,2,-1,-1,-1,10
Cc1cc(/C=C2\C(=N)N3N=C(C(C)C)SC3=NC2=O)c(C)n1Cc1ccccc1,-5,5,-2,-60,6,13,-3,-3,-10
Cc1ccc(NC(=O)COC(=O)c2ccc(CN3CCCC3=O)cc2)c(Cl)c1,1,0,2,.,3,10,1,-4,9
CC(C)CN(C(=O)COC(=O)c1c2c(nc3ccccc13)CCC2)c1c(N)n(Cc2ccccc2)c(=O)[nH]c1=O,-1,6,2,1,-1,4,-8,0,3
Cc1cccn2c(=O)c(/C=C(\C#N)S(=O)(=O)c3ccccc3)c(N3CCCCC3)nc12,-7,.,-7,4,.,5,-5,-4,1
Cc1cc(Cl)cc(Br)c1OCCCN1C(=O)NC(C)(C)C1=O,-3,2,-4,-1,1,8,-3,-5,-11
CN1C(=S)SC(/[N+]([O-])=C/c2ccc(Cl)cc2)C1(C)C (configuration not stated),-1,-2,4,5,7,-1,3,1,-4
COc1ccc(C2=Nn3c(nnc3-c3ccncc3)SC2)cc1OC,-5,0,3,-10,2,7,-4,-1,10
CCOC(=O)C1CCN(C(=O)c2cc(S(=O)(=O)N3CCOCC3)c(Cl)cc2Cl)CC1,-3,1,-1,6,1,2,-5,3,5
COc1ccc(C(=O)C(OC(=O)CNC(=O)c2ccco2)c2ccccc2)cc1 (configuration not stated),-1,6,1,0,1,1,-5,-3,-28
C[C@]12c3[nH]c4ccc(Cl)cc4c3CCN1C(=O)[C@@H](CC(=O)NCCC1=CCCCC1)C[C@@H]2C(=O)N1CCCCC1,0,7,.,.,2,7,.,.,.
CNS(=O)(=O)c1cn(CC(=O)NCc2cccc(OC)c2)cc1S(=O)(=O)NC,2,5,6,6,-1,0,-4,1,0
O=C(O)C1Cc2ccccc2CN1C(=O)COc1ccc(Cl)cc1Cl (configuration not stated),-4,0,-4,-3,5,1,1,-2,-5
Cc1ccc(S(=O)(=O)c2nnn(-c3cccc(F)c3)c2N)cc1,-4,8,1,3,-1,0,-3,1,-13
CC(=O)c1c(-c2ccc(Cl)cc2)c2ccccc2[nH]c1=O,0,0,-6,-2,-4,3,-3,1,6
COC(=O)c1cc(-c2cccc(OC)c2)n[nH]1,-4,0,-1,2,2,0,-1,0,8
C=CCOc1cccc(C2C(C(=O)c3ccc(C)o3)=C(O)C(=O)N2c2nccs2)c1 (configuration not stated),-8,-5,-7,-8,0,10,0,-3,-2
Cc1ccc(C(=O)C2C(=O)c3ccccc3C2=O)cc1,-7,-1,1,-12,2,3,-3,0,2
CC(C)(C)c1nnc(NC(=O)Cc2ccc(Br)cc2)s1,-1,6,6,8,18,4,-1,-1,14
CCOC(=O)CN(C(=O)CNC(=O)c1ccco1)C(C(=O)NC1CCCCC1)c1cccnc1 (configuration not stated),-2,5,1,-2,7,5,1,3,2
CCCCN=C1CC(C)(C)CC(=O)/C1=C(/O)CCCN1C(=O)c2ccccc2C1=O,0,0,2,13,-1,2,-1,5,-4
CCCN1CCN(C(=O)C2CCN(S(=O)(=O)c3c(C)noc3/C=C/c3ccc(C)cc3)CC2)CC1,1,4,7,8,2,11,3,2,40
C=CCOC(=O)C1=C[C@@H](C2CCCCC2)C[C@@H](OCc2ccc(CO)cc2)O1,-3,-1,7,-1,2,7,0,2,-7
Cc1ccc(-n2[nH]c(C)c(C=Nc3ccc(S(=O)(=O)Nc4nccs4)cc3)c2=O)c(C)c1,-5,.,-1,-3,.,0,-1,-2,-5
CCC(C)[C@H](NC(=O)NCc1cccs1)C(=O)O (some centres not stated),-3,7,0,2,4,2,9,-3,-2
CCOC(=O)c1cnn(-c2ccc(C(F)(F)F)cn2)c1N,0,1,-6,2,-1,3,-1,-4,-3
CCOC(=O)C(CO)(NC(C)=O)C(=O)OCC,-1,-2,2,5,3,1,-3,1,-1
NC(=O)c1ccccc1[N+](=O)[O-],2,2,2,.,2,2,2,0,4
Cc1ccc(N(CC(=O)NC(C)(C)C)C(=O)CNC(=O)c2cccs2)c(C)c1,-10,5,-11,2,1,-2,2,-4,13
O=C1/C(=C/c2cccnc2)SC(=S)N1c1ccccc1,-5,6,4,5,2,2,-2,4,-1
COc1cc(C(C(=O)NC2CCCCC2)N(C(=O)c2snc(C(N)=O)c2N)c2ccc(C)cc2)ccc1O (configuration not stated),-3,3,-4,1,-4,1,0,0,0
C=CCN(C(=O)c1csnn1)C(C(=O)NC1CCCCC1)c1ccc(C)cc1 (configuration not stated),6,-1,-2,3,-3,0,0,1,-7
COC(=O)c1cc(-c2ccc(Cl)cc2)n(-c2ccc(S(N)(=O)=O)cc2)n1,-5,2,0,0,0,12,12,-1,-26
O=C(Cc1cccs1)N=Nc1c(O)[nH]c2ccccc12,-4,6,0,-3,4,6,0,-4,-3
O=C(CCCCn1c(=O)[nH]c2ccsc2c1=O)NCC1CCCO1 (configuration not stated),-1,3,8,-6,1,-3,3,2,30
Cc1ccc2c(CN3CCCCC3)cc(=O)oc2c1C,3,8,6,-4,3,0,3,1,14
